High-throughput results as filed in PubChem.
Efa HMGR inh – inhibitors of E. faecalis class II HMGR, primary screen, biochemical, Enterococcus faecalis | HMG-CoA reductase (Enterococcus faecalis, mvaE) | AID 1066, 2008 | purified E. faecalis HMGR, NADPH absorbance 340 nm kinetic | actives 0.41% (n = 190,000) | inhibition, % at 10 µM;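 active = inhibition above a set limit, the median over all tested compounds plus 3 SD, cut at about 9.5% in these data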;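 note: enzyme runs in reverse so mevalonate oxidation gives rising NADPH absorbance; 0% = complete reaction with DMSO and 100% = background rate lacking mevalonate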
TR-FRET SRC-2 ct – TR-FRET signal artefacts, primary screen, artefact control for PPARgamma SRC-2 agonist project, biochemical; TR-FRET ratio at 8 µM; TR-FRET artefact counter-screen; active compounds read high; actives 0.4% (n = 200,000); AID 1049, 2008; in the data active = TR-FRET ratio above about 2000; note: inactives centre near 1500
PPARg SRC-2 ag – agonists of PPARg-SRC-2 recruitment, primary screen, biochemical, HTS. PPARgamma LBD-SRC-2 recruitment. activation, % at 8 µM. actives 0.34% (n = 200,000). AID 1032, 2008; in the data active = activation above about 22%;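 note: 0% = vehicle and 100% = reference agonist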
Target sequence (P37231 whole entry, looked up, the tested form may be a part): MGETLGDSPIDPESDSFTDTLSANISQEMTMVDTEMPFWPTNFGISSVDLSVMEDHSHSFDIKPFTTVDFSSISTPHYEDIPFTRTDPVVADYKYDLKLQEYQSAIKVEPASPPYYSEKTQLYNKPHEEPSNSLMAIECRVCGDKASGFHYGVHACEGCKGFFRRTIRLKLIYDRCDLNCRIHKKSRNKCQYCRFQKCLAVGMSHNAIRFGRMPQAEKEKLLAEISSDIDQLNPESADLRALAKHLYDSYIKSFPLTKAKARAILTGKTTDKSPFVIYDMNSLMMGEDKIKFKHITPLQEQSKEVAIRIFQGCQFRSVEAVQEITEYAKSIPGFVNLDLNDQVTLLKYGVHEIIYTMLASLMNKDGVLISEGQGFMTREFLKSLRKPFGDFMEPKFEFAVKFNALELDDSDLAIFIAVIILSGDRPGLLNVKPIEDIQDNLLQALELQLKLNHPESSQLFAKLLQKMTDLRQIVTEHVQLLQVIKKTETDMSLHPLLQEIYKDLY
bIAP inhibitor – bovine intestinal alkaline phosphatase inhibitors, primary screen, selectivity assay for TNAP inhibitor project, biochemical, bovine IAP, CDP-star luminescence; alkaline phosphatase, intestinal [Bos taurus]; purified bovine IAP, 30 min; inhibition, % at 20 µM; 190,000 tested, under 10 active;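 active = over 50% inhibition of intestinal alkaline phosphatase at 20 µM in the single-dose screen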
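Assay system: bovine IAP enzyme; medium: DEA buffer 100 mM, pH 9.8, with MgCl2 1.0 mM, ZnCl2 0.02 mM; doses: 20 µM single dose; incubation: enzyme reaction for 30 min at room temperature; detection: CDP-star luminescence signal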
PPARg SRC-3 ag – PPARgamma agonists recruiting SRC-3 coactivator, primary screen, biochemical; actives 0.26% (n = 200,000); activation, % at 8 µM; biochemical PPARgamma/SRC-3 coactivator recruitment assay; AID 731, 2007; Peroxisome proliferator-activated receptor gamma (Homo sapiens), P37231; in the data active = activation above about 23%;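 note: 0% = DMSO and 100% = reference agonist; some compounds past the cut are filed as inactive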
bIAP activator – bovine intestinal alkaline phosphatase activators, primary screen, biochemical, bovine IAP, CDP-star luminescence. alkaline phosphatase, intestinal [Bos taurus]. purified bovine IAP, 30 min; active compounds read high; fold of DMSO-control signal, blank-subtracted. activation factor at 20 µM. actives 0.17% (n = 200,000). AID 1016, 2008;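 active = activation factor of 2 or more at 20 µM, a signal rise over negative controls twice the positive control's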
PPARg SRC-1 ag – PPARgamma agonists recruiting SRC-1 coactivator, primary screen, biochemical | Peroxisome proliferator-activated receptor gamma (Homo sapiens), P37231 | PPARgamma-SRC-1 coactivator recruitment biochemical assay | activation, % at 8 µM | actives 0.41% (n = 200,000) | AID 631, 2007; in the data active = activation above about 19%;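 note: 0% = DMSO and 100% = reference agonist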
TNAP inh hiacc – human TNAP enzyme inhibitors, primary screen, biochemical, luminescent, high phosphate acceptor level, uHTS; AID 1135, 2008; purified TNAP, CDP-star luminescence, 1 M DEA; Alkaline phosphatase, tissue-nonspecific isozyme (Homo sapiens), P05186; actives 0.03% (n = 200,000); inhibition, % at 20 µM;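 active = over 50% inhibition of tissue-nonspecific alkaline phosphatase at 20 µM in the single-dose screen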;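 note: plate controls were DMSO wells for no effect and EDTA-quenched wells as full inhibition for full effect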
Target sequence (P05186 whole entry, looked up): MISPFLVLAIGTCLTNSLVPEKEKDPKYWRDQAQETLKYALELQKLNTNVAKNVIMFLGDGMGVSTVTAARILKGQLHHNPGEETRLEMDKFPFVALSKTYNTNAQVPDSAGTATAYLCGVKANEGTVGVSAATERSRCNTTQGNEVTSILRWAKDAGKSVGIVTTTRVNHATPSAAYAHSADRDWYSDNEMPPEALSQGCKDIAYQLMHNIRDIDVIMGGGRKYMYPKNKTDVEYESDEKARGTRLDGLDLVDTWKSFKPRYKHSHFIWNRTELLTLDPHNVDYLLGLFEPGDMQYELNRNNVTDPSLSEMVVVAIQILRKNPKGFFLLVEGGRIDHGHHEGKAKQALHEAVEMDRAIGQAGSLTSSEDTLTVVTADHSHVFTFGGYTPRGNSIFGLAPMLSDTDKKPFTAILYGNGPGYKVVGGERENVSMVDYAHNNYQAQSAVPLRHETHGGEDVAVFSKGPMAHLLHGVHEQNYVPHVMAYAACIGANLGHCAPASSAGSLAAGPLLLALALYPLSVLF
TNAP inh noacc – human TNAP enzyme inhibitors, primary screen, biochemical, luminescent, no phosphate acceptor, uHTS | AID 1012, 2008 | inhibition, % at 20 µM | purified TNAP, CDP-star luminescence, 30 min | actives 0.26% (n = 200,000) | Alkaline phosphatase, tissue-nonspecific isozyme (Homo sapiens), P05186;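 active = tissue-nonspecific alkaline phosphatase inhibition above about 50% at 20 µM in the single-dose screen, limit read from the data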;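 note: 0% = DMSO negative control and 100% = EDTA positive control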
TNAP act hi DEA – TNAP activators at high phosphate acceptor level, primary screen, biochemical, luminescence, uHTS. Alkaline phosphatase, tissue-nonspecific isozyme (Homo sapiens), P05186. purified TNAP, CDP-star luminescence, 1 M DEA, 30 min; active compounds read high; 0 = EDTA background, 1 = DMSO-only activity. activation factor at 20 µM. 200,000 tested, under 10 active. AID 1136, 2008;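 active = activation factor at least 2 at 20 µM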
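Test system – human TNAP · Doses – 20 µM single point · Incubation – 30 min, room temperature · Signal – luminescent substrate turnover signal · Read-out basis – activation factor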
* marks the source's active call; other numbers are inactive results; nt = no result given. Random draw from the library; any-hit rate near 1.6%.

Letters – A = Efa HMGR inh; B = TR-FRET SRC-2 ct; C = PPARg SRC-2 ag; D = bIAP inhibitor; E = PPARg SRC-3 ag; F = bIAP activator; G = PPARg SRC-1 ag; H = TNAP inh hiacc; I = TNAP inh noacc; J = TNAP act hi DEA
Cc1ccc(CSc2nc3c(c(=O)[nH]2)C(c2ccncc2)C2=C(CCCC2=O)N3)cc1 (centres undefined)
  A: -4	B: 1651	C: 2	D: -13	E: -3	F: 1.1	G: 3	H: -1	I: -7	J: 1

CCc1nc2ccccc2c(C(=O)OCC(=O)NCCCN2CCCC2=O)c1C
  A: 1	B: 1573	C: 0	D: -7	E: 9	F: 1.1	G: 17	H: -7	I: -12	J: 1.1

CN(C)C(=S)SCC(=O)Nc1cccc(C(F)(F)F)c1
  A: 1	B: 1438	C: 0	D: 20	E: -2	F: 0.8	G: -2	H: -6	I: -8	J: 1.1

CCOC(=O)COc1ccc(S(=O)(=O)N2CCN(c3ccc(F)cc3)CC2)cc1
  A: -11	B: 1501	C: 1	D: 18	E: 7	F: 0.8	G: -3	H: -4	I: -19	J: 1

COc1cc([N+](=O)[O-])ccc1Nc1nc(C)cc(C)n1
  A: 0	B: 1574	C: 1	D: 0	E: -3	F: 1	G: -4	H: -2	I: 1	J: 1

COc1cc2c(cc1OC)CN(c1nc(CN3CCCCC3)nc3sc4c(c13)CCCC4)CC2
  A: 1	B: 1454	C: 0	D: -7	E: 3	F: 1.1	G: 5	H: -6	I: -12	J: 1.1

c1csc(CNc2nc(-c3cccs3)nc3ccccc23)c1
  A: 2	B: 1608	C: -3	D: 21	E: 5	F: 0.8	G: -3	H: -4	I: -10	J: 1

Cc1cc(C(=O)O)c(CSCc2cc(C(=O)O)oc2C)o1
  A: 1	B: 1740	C: 2	D: 0	E: 10	F: 1	G: 3	H: 1	I: -8	J: 1

Cc1ccc(S(=O)(=O)c2nc(-c3ccc(F)cc3)oc2SCC(=O)NCC2CCCO2)cc1 (centres undefined)
  A: 2	B: 1380	C: -1	D: 1	E: -7	F: 1	G: 5	H: -10	I: -21	J: 1.1

Cc1cc(C)c2c(=O)cc(C(F)F)oc2c1
  A: -9	B: 1471	C: -4	D: 7	E: 15	F: 0.9	G: 5	H: -3	I: -2	J: 1

CCCOc1ccc(N2C(=O)CC(N(C(=O)c3ccco3)c3ccc(OCCC)cc3)C2=O)cc1 (centres undefined)
  A: -2	B: 1452	C: 5	D: 16	E: -7	F: 0.8	G: 2	H: -6	I: -12	J: 1.1

COc1cc(C2NC(=S)NC(C)=C2C(=O)OC(C)C)ccc1OC(C)C (centres undefined)
  A: 1	B: 1494	C: 5	D: 2	E: 1	F: 1	G: -2	H: 2	I: -1	J: 1

CCN1CCCC1CNC(=O)c1ccc(Sc2ccc(F)cc2)c([N+](=O)[O-])c1 (centres undefined)
  A: -3	B: 1484	C: 4	D: -2	E: -1	F: 1	G: 8	H: -4	I: -6	J: 1

COc1ccc(C(=O)Nc2nc(C)cs2)cc1S(=O)(=O)N1CCCC1
  A: -2	B: 1545	C: -5	D: -2	E: -2	F: 1	G: -1	H: -3	I: -10	J: 1

CC(C)CN1C(=O)C(=O)N(CC(=O)NCc2ccc3c(c2)OCO3)C1=O
  A: -6	B: 1420	C: 1	D: 9	E: -1	F: 0.9	G: -6	H: -4	I: -17	J: 1

Cc1ccc(C(=O)NCC(=O)Nc2ccc(C)c(S(=O)(=O)Nc3ccc(Cl)cc3)c2)s1
  A: 0	B: 1337	C: 1	D: -7	E: -5	F: 1.1	G: -3	H: -2	I: -8	J: 1

COc1ccc2oc(=O)c(C(=O)Nc3cccc(C)c3)cc2c1
  A: -6	B: 1495	C: -5	D: 7	E: 0	F: 0.9	G: -3	H: -8	I: -7	J: 1.1

Cc1ccc(S(=O)(=O)NNC(=O)c2sc(=S)n(C)c2C)cc1
  A: 0	B: 1523	C: -1	D: 12	E: 1	F: 0.9	G: -6	H: -2	I: 16	J: 1

O=C1c2cccc(O)c2C(=O)c2c(O)cccc21
  A: -10	B: 1609	C: 2	D: 8	E: 0	F: 0.9	G: 13	H: 24	I: 20	J: 0.8

O=C(Nc1ccc(Cl)c(Cl)c1)N(CCCN1CCOCC1)Cc1cccs1
  A: 0	B: 1463	C: 0	D: -3	E: -9	F: 1	G: -1	H: -7	I: -20	J: 1.1

CNC(=S)NNC(=O)c1cccn(Cc2ccc(Cl)cc2Cl)c1=O
  A: 0	B: 1511	C: 2	D: -19	E: -4	F: 1.2	G: 5	H: -3	I: -122	J: 1

Cn1nnnc1SCC(=O)NNC(=O)c1ccc(Br)cc1
  A: 1	B: 1638	C: 1	D: -32	E: 3	F: 1.3	G: 9	H: -2	I: -23	J: 1

Cc1ccccc1CSc1nnc(-c2cccnc2)n1N
  A: -2	B: 1578	C: -1	D: 14	E: -1	F: 0.9	G: -1	H: -2	I: -10	J: 1

CCCc1[nH]nc2c1C(c1c(C)nn(-c3ccccc3)c1Cl)C(C#N)=C(N)O2 (centres undefined)
  A: -3	B: 1511	C: 3	D: 3	E: 4	F: 1	G: 7	H: -2	I: -17	J: 1

COC(=O)c1ccc(N2CCS(=O)(=O)CC2)cc1
  A: 0	B: 1434	C: 1	D: -5	E: 2	F: 1.1	G: 2	H: -6	I: -8	J: 1.1

CCOc1ccc(NC(=O)c2ccc(NC(=S)NC3CC3)cc2)cc1
  A: 4	B: 1570	C: -4	D: -4	E: 2	F: 1	G: 8	H: -2	I: 2	J: 1

O=C(Cn1nc(C(F)(F)F)c2c1CCCC2)NC1CCCC1
  A: -2	B: 1503	C: 3	D: 3	E: -4	F: 1	G: -7	H: 1	I: -2	J: 1

CC(=O)N(C)c1ccc(OCC(O)COc2ccc(N(C)C(C)=O)cc2)cc1
  A: -3	B: 1674	C: 11	D: 13	E: 1	F: 0.9	G: 1	H: -5	I: -5	J: 1

CC(C)CC(NC(=O)c1ccc(Cl)cc1)C(=O)OCc1cc([N+](=O)[O-])cc2c1OCOC2 (centres undefined)
  A: 0	B: 1571	C: 4	D: -38	E: 4	F: 1.4	G: -2	H: 1	I: -8	J: 1

COc1ccc(CCNC(=O)CS(=O)Cc2nc(-c3cccs3)oc2C)cc1OC (centres undefined)
  A: -8	B: 1633	C: 8	D: -3	E: 6	F: 1	G: 10	H: -2	I: -10	J: 1

CC(CO)Nc1nc(SCc2ccccc2)nc2sc3c(c12)CCC3 (centres undefined)
  A: -1	B: 1631	C: 6	D: 0	E: -4	F: 1	G: 3	H: 1	I: -6	J: 1

O=c1oc2ccccc2c(O)c1/C=N/c1ncccn1
  A: nt	B: nt	C: nt	D: 22	E: nt	F: 0.8	G: nt	H: -2	I: -11	J: 1

Cc1noc(NS(=O)(=O)c2ccc(NC(=O)CSc3nc4ccccc4[nH]3)cc2)c1C
  A: -2	B: 1682	C: 2	D: 2	E: 13	F: 1	G: 2	H: -1	I: -9	J: 1

COc1cc([C@H](Cc2ccccc2)NC(C)=O)oc(=O)c1
  A: 2	B: 1596	C: 2	D: 5	E: 1	F: 0.9	G: 7	H: -4	I: -9	J: 1

C#CCNC(=O)C1=C[C@@H](c2ccc(C(F)(F)F)cc2)[C@H](CCCO)[C@@H](OCC)O1
  A: 0	B: 1569	C: 2	D: 0	E: 3	F: 1	G: -3	H: -4	I: -8	J: 1

Cc1ccc(-c2nc(SCC(=O)c3c(N)n(C)c(=O)n(C)c3=O)n[nH]2)cc1
  A: 4	B: 1614	C: -2	D: 2	E: -4	F: 1	G: -7	H: 8	I: 88*	J: 0.9

CCOC(=O)c1cnc2c(OC)cccc2c1Nc1ccc2c(c1)OCCO2
  A: -7	B: 1557	C: 17	D: -4	E: 6	F: 1	G: 13	H: 1	I: -9	J: 1

COc1ccccc1NC(=S)NCc1cccs1
  A: 3	B: 1652	C: -8	D: 3	E: 0	F: 1	G: -1	H: -3	I: -4	J: 1

Cc1cc(=O)[nH]c(SC/C=C/c2ccccc2)n1
  A: 2	B: 1472	C: 6	D: 6	E: 12	F: 0.9	G: -2	H: -6	I: -13	J: 1.1

Cc1ccc2cc(CCNC(=O)C3CCCC3)c(=O)[nH]c2c1
  A: 0	B: 1568	C: 0	D: 12	E: 5	F: 0.9	G: 0	H: -4	I: -7	J: 1

CCN(C(=O)COc1ncnc2scc(-c3ccc(F)cc3)c12)C1CCS(=O)(=O)C1 (centres undefined)
  A: -1	B: 1533	C: -3	D: 1	E: 0	F: 1	G: 1	H: 0	I: -15	J: 1

Compound profiles, as listed above. Order of values: Efa HMGR inh, TR-FRET SRC-2 ct, PPARg SRC-2 ag, bIAP inhibitor, PPARg SRC-3 ag, bIAP activator, PPARg SRC-1 ag, TNAP inh hiacc, TNAP inh noacc, TNAP act hi DEA
C#CCNC(=O)C1=C[C@@H](c2ccc(C(F)(F)F)cc2)[C@H](CCCO)[C@@H](OCC)O1 across the screens: 0, 1569, 2, 0, 3, 1, -3, -4, -8, 1
O=c1oc2ccccc2c(O)c1/C=N/c1ncccn1 across the screens: nt, nt, nt, 22, nt, 0.8, nt, -2, -11, 1

Sorted by SMILES length (ascending): part of the list above.
Letters – A = Efa HMGR inh; B = TR-FRET SRC-2 ct; C = PPARg SRC-2 ag; D = bIAP inhibitor; E = PPARg SRC-3 ag; F = bIAP activator; G = PPARg SRC-1 ag; H = TNAP inh hiacc; I = TNAP inh noacc; J = TNAP act hi DEA
COc1ccccc1NC(=S)NCc1cccs1
  A: 3	B: 1652	C: -8	D: 3	E: 0	F: 1	G: -1	H: -3	I: -4	J: 1

CC(CO)Nc1nc(SCc2ccccc2)nc2sc3c(c12)CCC3 (centres undefined)
  A: -1	B: 1631	C: 6	D: 0	E: -4	F: 1	G: 3	H: 1	I: -6	J: 1

Cc1ccc(-c2nc(SCC(=O)c3c(N)n(C)c(=O)n(C)c3=O)n[nH]2)cc1
  A: 4	B: 1614	C: -2	D: 2	E: -4	F: 1	G: -7	H: 8	I: 88*	J: 0.9
